High-throughput results (PubChem BioAssay)
PhoP inhibition: PhoP-dependent GFP reporter repression – Salmonella Typhimurium, primary screen (AID 1863) | inhibition, % at 50 µM; hits with a dose series show IC50 in µM | S. Typhimurium PhoP-regulated promoter GFP reporter, 4 h; higher % means a stronger effect | 0.16% of 300,000 active;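 active means inhibition over 29.93%, a cutoff 3 SD above the screen mean, later confirmed by dose response; inconclusive means inhibition over 29.93% but no dose response follow-up; inactive means inhibition at most 29.93% or unconfirmed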;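 further: 0% = low Mg2+ inducing control and 100% = high Mg2+ repressing control; strong numbers were not always called active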
T cell HTS: modulates CD8 T cell binding to vesicles. 2C CD8+ T cell-vesicle binding, flow cytometry; active compounds read low. calls only at 7 µM. 0.068% of 330,000 active. AID 2052;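 active means response, share of CD8 T cells binding vesicles, and their 90th percentile fluorescence all below set limits, cut at about 80% in these data, passing the limit was not always enough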
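Test system: purified 2C TCR transgenic mouse naive CD8+ T cells. Probe or stimulus: QL9-peptide-loaded Drosophila micro-vesicles bearing Ld, ICAM-1 and B7-1. Incubation: binding step 1.5 h, 37 °C, antibody labelling 20 min, ice. Measured by: flow cytometry of vesicle-bound cells.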
MgcRacGAP inhibition: MgcRacGAP GTPase-activating activity inhibitors, confirmation, biochemical, ADP Hunter fluorescence; AID 624330; 0.6% of 340,000 active; inhibition, % at 30 µM; hits with a dose series show IC50 in µM; MgcRacGAP-stimulated Rac1 GTP hydrolysis, ADP Hunter fluorescence; higher % means a stronger effect; GST-tagged Rac1 F28L mutant substrate;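 active means first-screen hits whose inhibition reached a set limit at any dose in the follow-up dose series; inconclusive means inhibition above the set first-screen limit but never retested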;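 further: fluorescence reports GDP produced by GAP-driven GTP hydrolysis; strong numbers were not always called active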
NTR1 ag: NTR1-driven beta-arrestin-GFP spot formation – imaging, U2OS cells, high content, primary screen (AID 493036) | P30989 | agonist mode | activation, % at 20 µM | 0.17% of 330,000 active;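 active means activation at or above 40% of the spot to cytoplasm intensity ratio, with at least 20 cells analyzed; inconclusive means wells under 20 cells, flagged as cytotoxic or low count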;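 further: 0% = DMSO without peptide and 100% = 100 nM NTR1 peptide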
Target sequence (P30989 whole entry, looked up): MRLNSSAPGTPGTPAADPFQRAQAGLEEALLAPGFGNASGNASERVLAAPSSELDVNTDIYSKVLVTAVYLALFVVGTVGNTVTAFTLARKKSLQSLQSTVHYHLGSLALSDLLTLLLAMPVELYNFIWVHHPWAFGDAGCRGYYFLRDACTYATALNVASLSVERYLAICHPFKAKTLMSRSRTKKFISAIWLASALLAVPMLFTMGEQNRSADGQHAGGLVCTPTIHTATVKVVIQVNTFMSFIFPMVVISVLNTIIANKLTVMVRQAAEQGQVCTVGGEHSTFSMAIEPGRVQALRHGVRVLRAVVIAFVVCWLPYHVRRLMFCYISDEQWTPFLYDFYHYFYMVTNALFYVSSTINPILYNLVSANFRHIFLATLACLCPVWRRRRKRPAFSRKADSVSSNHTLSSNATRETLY
TNAP activation fold: stimulation of alkaline phosphatase TNAP activity – biochemical, luminescent, no phosphate acceptor, uHTS, primary screen (AID 1001) | purified TNAP, luminescent activation assay, no phosphate acceptor; higher activation fold means a stronger effect | activation fold at 20 µM, or EC50 in µM where a hit was titrated | 0.03% of 200,000 active; in the data active means activation fold from about 3, or a potency from the dose series; inactive means the rest, 99 in 100 with activation fold below about 1.6; further: many of its hits are not listed in these tables
RSV antiviral HEp-2: inhibition of RSV-induced cytopathic effect – HEp-2 cells, primary 10 µM value included (AID 2391) | HEp-2 cells, RSV-induced CPE inhibition; higher % means a stronger effect | CPE inhibition, % at 10 µM, or IC50 in µM where a hit was titrated | 0.13% of 310,000 active; in the data active means a potency from the dose series; inconclusive means CPE inhibition mostly from about 23% at the one dose, without a potency; inactive means the rest, 99 in 100 with CPE inhibition below about 21%; further: strong numbers were not always called active
UTI89 phage lysis: protection from phage-mediated lysis, alamar blue read-out – E. coli UTI89, K1F phage, bacterial capsule biogenesis inhibitors (AID 488966); one-dose inhibition, % at 100 µM; IC50 in µM for titrated hits; 0.02% of 340,000 active; E. coli UTI89 K1F phage lysis, alamar blue, 2 h; higher % means a stronger effect;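 active means phage lysis inhibition, versus mean bacterial control, above a set limit; inconclusive means no clear call, values can overlap the other calls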;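 further: capsule biogenesis inhibitors block K1F phage lysis so surviving cells raise fluorescence; higher fluorescence means more inhibition of phage lysis; actives were called in the ten point dose series up to 300 µM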
SV40 large T antigen: SV40 large T antigen inhibitors, biochemical (AID 1903); SV40 large T antigen ATPase/helicase inhibition assay; higher % means a stronger effect; 0.39% of 310,000 active; inhibition, % at 20 µM; hits with a dose series show IC50 in µM; in the data active means a potency from the dose series; inconclusive means inhibition mostly from about 32% at the one dose, without a potency; inactive means the rest, 99 in 100 with inhibition below about 32%; further: strong numbers were not always called active
Myeloid diff 2: promotes myeloid progenitor differentiation; calls only at 10 µM; ER-HoxA9 myeloid progenitors, lysozyme-GFP differentiation, flow cytometry; 1% of 360,000 active;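 active means normalized GFP-positive differentiation at or above the plate's own cutoff, the solvent-only control mean plus 3 SD; inconclusive means no clear call, values can overlap the other calls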;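 further: cells exposed to compound for four days before flow analysis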
T cell HTS vesicle-bound %: also measured in T cell HTS; calls as there; double positive events, %; measured here: CD8+ vesicle-bound cell fraction;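 binding gate set so that unloaded-vesicle control wells show 10% double positive cells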
NTR1 ag cell count 20 µM: second read-out of NTR1 ag, no call of its own (marks repeat the call); cell count; measured here: cell count, cytotoxicity flag
Myeloid diff 2 GFP+ MAC1+ %: recorded beside Myeloid diff 2, whose call it bears; GFP+ MAC1+ double positive, %; measured here: differentiation confirmed by MAC1 staining
Numbers without * were called inactive; i = inactive; ? = inconclusive; . = no result given; [ ] = another dose, or the depositor's remark.

SMILES	PhoP inhibition	T cell HTS	T cell HTS vesicle-bound %	MgcRacGAP inhibition	NTR1 ag	NTR1 ag cell count 20 µM	TNAP activation fold	RSV antiviral HEp-2	UTI89 phage lysis	SV40 large T antigen	Myeloid diff 2	Myeloid diff 2 GFP+ MAC1+ %
Cc1ccc2c(c1)COc1c3ccc(C(=O)O)cc3nn1-2	2%	i	19	13%	1.8	55	.	-0.8%	0.5%	11%	i	2.5
COc1ccc(CNC(=O)COC(=O)c2ccc(Br)o2)cc1	.	i	25	-4%	2.2	52	.	0.6%	0.0%[50 µM]	.	i	0.3
N#Cc1ccccc1NC(=O)CSc1nnc(-c2ccccc2)n1-c1ccccc1	-7%	i	43	1%	0.6	55	1.2	4.0%	-0.8%	0%	i	0.1
N#C/C(=C\c1ccc(F)cc1)C(=O)Nc1ccccn1	-8%	i	54	4%	-0.4	139	.	1.9%	0.5%	7%	i	0.5
CCN1CCN(C(=O)CN(c2ccc(F)cc2)S(=O)(=O)c2ccc(OC)c(OC)c2)CC1	-6%	i	44	5%	0.4	53	.	1.8%	0.6%	25%	i	0.5
CCCCCOC(=O)CSc1n[nH]c(=O)[nH]c1=O	-11%	i	32	8%	-1.4	55	1	1.5%	0.3%	12%	i	2.4
CCOC(=O)C1CCN(C(=O)c2sc3nc(C)nc(N4CCC(C)CC4)c3c2C)CC1	-9%	i	50	6%	0.3	50	1.1	0.2%	6.2%	1%	i	0.4
Cc1cccc(N(Cc2cc3ccccc3[nH]c2=O)S(C)(=O)=O)c1	4%	i	38	7%	0.7	58	1	0.4%	-0.8%	11%	i	0.0
Cn1c(SCC(=O)NCc2ccc3c(c2)OCO3)nc2scc(-c3cccs3)c2c1=O	11%	i	36	-1%	4.1	81	1.1	2.1%	-5.5%	6%	i	1.4
O=C(c1ccc(CNc2c(N3CCCC3)c(=O)c2=O)cc1)N1CC=C(c2ccccc2)CC1	-9%	i	30	15%	1.9	77	.	5.4%	-0.2%	9%	i	0.2
CC[C@@]12C(=O)N(c3ccccc3)C(=O)N1[C@H](c1ccc(OC)cc1)[C@@H]1C(=O)N(C(C)(C)C)C(=O)[C@@H]12	-8%	i	32	6%	-0.3	65	.	0.9%	3.0%	4%	i	0.5
Nc1nc(O)c(CC(=O)O)s1	1%	i	3	-8%	-0.9	59	.	-2.0%	0.0%	2%	i	0.4
Cc1cccc(/C=N/NC(=O)c2c(-c3ccccc3)noc2C)c1O	2%	i	16	-3%	0.8	56	.	8.3%	0.0%	2%	i	3.0
O=C(c1ccccc1)N1CCC(CC2CC(c3cccc(Br)c3)=NO2)(C(=O)NCC2CCCCC2)CC1 (stereo not given)	5%	i	41	4%	0.3	75	.	-1.3%	0.6%	5%	i	1.2
N#C/C(=C\c1cccc(O)c1)C(=O)Nc1ccc2c(c1)OCCO2	0%	i	48	8%	17	56	.	-1.0%	2.3%[50 µM]	5%	i	0.3
COc1ccc(OCCCC(=O)Nc2nc(C)c(C(C)=O)s2)cc1	.	i	33	0%	0.9	53	1.1	1.1%	0.3%	.	i	0.2
COc1ccc(S(=O)(=O)N2CCc3ccccc3C2)cc1C(=O)O	7%	i	23	.	-1.1	67	.	1.7%	1.1%[50 µM]	3%	i	0.7
O=C(CN1C(=O)CSc2ccc(S(=O)(=O)N3CCOCC3)cc21)NCc1ccc(Cl)cc1	-10%	i	18	6%	1.2	69	.	1.8%	0.1%	13%	i	0.2
N#C/C(=C\c1ccc(O)cc1)c1nc2ccccc2o1	-8%	i	33	12%	5.3	71	.	-1.4%	0.1%	23%	i	0.4
Cc1ccc(NC(=O)c2ccccc2N(C)S(C)(=O)=O)cc1C	-11%	i	10	8%	-0.4	44	1.1	1.1%	7.3%	2%	i	0.2
O=C(NCCOCc1ccc(Cl)cc1)c1ncn[nH]1	-5%	i	45	-2%	0.2	59	1.3	0.5%	1.1%[50 µM]	26%	i	1.0
CCCC/C(C)=N/NC(=O)NC1CCCCC1	-9%	i	42	0%	-1.7	40	1.1	1.5%	-6.5%	1%	i	0.2
COc1cc(/C=C2\SC(=O)NC2=O)ccc1Oc1ccc([N+](=O)[O-])cc1[N+](=O)[O-]	-11%	i	48	12%	2.8	94	1.2	?	0.0%	14%	i	0.1
Cc1ccc(Nc2cc(C)c3c(O)cccc3n2)cc1C	75µM*	i	6	14%	22	61	.	11%	1.9%	12%	i	0.0
Nc1ccc(Sc2ccc([N+](=O)[O-])cc2)cc1	4%	i	57	8%	-1.8	93	1.1	5.1%	-0.1%	12%	i	0.1
N/C(=N\OC(=O)c1ccccc1)c1ccn[nH]1	-6%	i	30	3%	0.8	58	.	1.3%	2.9%[50 µM]	22%	.	.
COc1cc(OC)cc(-c2ncc3ccccn23)c1	-1%	i	44	29%	0.6	56	1.1	3.7%	-0.9%	1%	i	1.4
CCC(C)NC(=O)C1(O)c2cc(Br)ccc2NC(=O)N1c1cccc(OC)c1 (stereo not given)	0%	i	46	4%	0.0	84	.	1.7%	0.2%	6%	i	1.0
O=C(NCc1cccc(OC(F)(F)F)c1)C1CCC(=O)N(Cc2cccc(F)c2)C1 (stereo not given)	2%	i	7	-2%	-0.6	54	.	0.4%	0.0%	10%	i	3.0
CCN(c1ccc(OC)cc1)S(=O)(=O)c1nnc(NC(=O)c2ccccc2Cl)s1	6%	i	31	9%	2.7	63	.	19%	0.2%	21%	i	0.7
Cn1c(SCc2ccc(Cl)cc2)nnc1-c1ccc2nonc2c1	-6%	i	27	4%	-0.6	41	.	.	0.7%	14%	i	0.3
O=C(NCC(=O)N(Cc1ccccc1)C(C(=O)NC1CCCC1)c1ccncc1)c1ccco1 (stereo not given)	-5%	i	45	10%	0.8	50	1	-0.1%	2.1%	8%	i	0.6
c1ccc(-c2cnnc(N3CCCCC3)n2)cc1	-15%	i	34	2%	-1.1	31	1	7.4%	0.0%	10%	i	2.1
CC(=O)CCc1ccc(OC(=O)c2cccnc2)cc1	8%	i	24	7%	-3.5	42	1.1	-0.6%	7.6%	11%	i	0.3
COc1ccc2c(c1)c1ncn(CCN3CCNCC3)c(=O)c1n2C	4%	i	13	9%	0.5	79	1	-2.5%	5.0%	8%	i	0.9
Cc1cc(-c2ccc(Br)s2)nc(-n2cccc2)n1	-6%	.	.	-9%	.	.	2.2	.	-0.2%	11%	i	2.3
COc1cccc(C(=O)COC(=O)CCCC(=O)NC2CCCCC2)c1	-1%	i	18	8%	-0.3	70	.	0.4%	0.0%	7%	i	0.5
Cc1ccc(S(=O)(=O)/N=C(\Nc2cccc(C)c2)Nc2nc(C)cc(C)n2)cc1	9%	i	27	7%	6.3	68	1	1.7%	3.1%	17%	i	0.7
O=C(CCCCC(=O)NCCc1ccccc1)NCCc1ccccc1	5%	i	48	11%	1.5	63	.	0.3%	0.3%	-9%	i	0.4
Cc1c(C(=O)OC2CCCCC2)[nH]c2c1C(=O)CC(C)(C)C2	-2%	i	28	10%	-0.2	52	1	0.0%	0.7%	22%	i	0.7
CCN1CCN(C(=S)Nc2ccc3nc(N4CCN(CC)CC4)cc(C)c3c2)CC1	6%	i	24	22%	2.1	76	1.1	-1.1%	0.4%	9%	?	.
Cc1nc2ncnn2c(C)c1Cc1ccc(Cl)cc1	10%	i	36	8%	4.5	84	1.1	1.0%	0.9%	11%	i	2.4
O=c1cc(CSc2ccc(Cl)cc2)nc(-c2ccncc2)[nH]1	-9%	i	60	5%	0.4	39	1.1	-0.4%	-0.8%	8%	i	0.3
CSc1nc2ccc(S(=O)(=O)NC3CCCCC3)cc2s1	6%	i	28	-6%	1.6	42	1	-1.6%	0.9%	3%	i	2.1
COc1ccc2c(c1)CC(C1(O)C(=O)Nc3ccccc31)C2=O (stereo not given)	1%	i	20	5%	0.6	83	1.1	0.2%	0.0%	19%	i	0.9
COc1cc(OC)c(C(=O)OCCCOC(=O)c2cc(OC)c(OC)cc2OC)cc1OC	-5%	i	8	6%	-0.7	73	.	0.7%	0.1%	2%	i	0.3
COc1ccc(OC)c(N(CC(=O)Nc2ccccc2)S(=O)(=O)c2ccccc2)c1	5%	i	66	6%	0.9	69	.	11%	1.2%	6%	i	0.2
Cc1cccc(-c2nc(CSc3nc4c(c(=O)[nH]3)CCC4)c(C)o2)c1	4%	i	35	7%	17	88	1.1	4.8%	0.2%	0%	i	2.2
CCC(C)NC(=S)Nc1ccccc1 (stereo not given)	0%	.	.	6%	-0.7	79	.	.	0.5%	7%	i	1.1
O=C(Nc1ccccc1CC[N+](=O)[O-])N1CCN(c2ccccc2)CC1	-5%	i	23	6%	1.1	30	1.2	-0.3%	-0.7%	19%	i	0.0
COc1ccc(C(=O)NNC(=O)c2cccs2)cc1S(=O)(=O)N1CCOCC1	.	i	25	-3%	0.8	52	.	.	-0.4%[50 µM]	.	i	0.7
CCOc1ccccc1CNC(=O)c1ccc(NC(=O)C2=CSCCO2)cc1	-8%	i	25	-2%	0.6	57	.	13%	0.1%	13%	?	.
COC(=O)[C@@H](NC(=O)O[C@@H]1C(=O)c2cc(Br)ccc2O[C@H]1c1cccc(OC)c1)C(C)C	-5%	i	16	.	0.1	90	1	1.8%	.	6%	.	.
Cc1ccc(/C=[N+](/C)[O-])cc1	-10%	i	58	1%	-0.2	98	1	-1.6%	-2.5%	19%	i	3.2
CCCCn1c(=O)[nH]c(=O)c2c1nc(-c1ccc([N+](=O)[O-])cc1)n2CC	6%	i	35	7%	5.4	42	.	1.4%	0.3%	0%	i	0.3
COc1ccc(N2CCCC2)c(NC(=O)c2ccc([N+](=O)[O-])o2)c1	1%	i	56	43%	-1.3	37	.	4.3%	-1.3%	22%	?	.

Hits appear at their usual frequency; about 2.3% have a hit in one of these screens.
